Assay outcomes deposited in PubChem by Broad Institute.
CD40 NFkB inh: inhibitors of CD40-induced NF-kB signaling, primary screen, BL2 cells, luciferase reporter, single point; CD40L-induced, 4 h; inhibition, % at 10 µM; 83,000 tested, 0.94% active;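 active = mean inhibition of at least 50% with a set share of replicates also reaching that level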;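 also: 0% = neutral control wells and 100% = IKK inhibitor VII at 50 µM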
Numbers without * were called inactive; [ ] = remark or other dose. These rows are one share of the data, so the mix of outcomes need not match the whole.

Compound,CD40 NFkB inh
COc1ccc(C(C)(C)C)cc1NC(=O)COC(=O)CN1C(=O)NC2(CCCCC2C)C1=O (stereo unspecified),-3
Cn1cccc1C(=O)NC(=O)COC(=O)c1ccc(S(C)(=O)=O)cc1,6
C[C@H](NC(=O)[C@@H]1[C@@H](CO)[C@@H]2Cn3c(cccc3=O)[C@@H]2N1CC1CCCC1)c1ccccc1,-1
Cc1ccc(NC(=O)COC(=O)/C=C/c2ccc(Br)o2)cc1S(=O)(=O)N(C)C,-4
CC(OC(=O)Cc1n[nH]c(=O)c2ccccc12)C(=O)Nc1ccc(F)cc1Cl (stereo unspecified),-11
N#C[C@@H]1[C@H](c2ccccc2C2=CCCC2)[C@@H](CO)N1C(=O)C1CCC1,3[25 µM]
C[C@H]1CN([C@@H](C)CO)C(=O)c2cc(C#CCc3ccccc3)cnc2O[C@H]1CN(C)Cc1cccc(C(=O)O)c1,-2[25 µM]
Cc1onc(-c2ccccc2)c1NC(=O)Nc1c(-c2ccccc2)noc1C,7
O=C(COc1ccc(Cl)cc1Cl)NC(=O)N1CCOCC1,-47
O=C(NCc1ccc2c(c1)OCO2)C1CCCN1C(=O)Nc1ccccc1 (stereo unspecified),3
CC(=O)Oc1ccc2oc3c(c2c1)C(=O)CCC3,-3
CCOCCCNC(=O)c1ccccc1Br,0
O=C(Nc1cccc2ncccc12)C12CC3CC(CC(C3)C1)C2,11
O=S(=O)(c1ccc2c(c1)OCCO2)N1CCC(c2nc3ccccc3[nH]2)CC1,-1
NC(=O)Cc1ccc(C(=O)CSc2nnc(-c3ccncc3)n2C2CC2)s1,5
COc1ccccc1OCC(=O)Nc1cc(C(F)(F)F)ccc1-n1cncn1,-1
CS(=O)(=O)N1CCN(c2ccc(NC(=O)c3ccccc3)cc2)CC1,-90
COc1ccc(C2(CNC(=O)c3cccc([N+](=O)[O-])c3)CCCCC2)cc1OC,0
Cc1nc2ccc(NC(=O)c3c(-c4ccccc4)noc3C)cc2s1,8
N#C/C(=C/c1ccc(Sc2nc3ccccc3[nH]2)o1)c1ccccc1F,2
COC(=O)CNC(=O)C12CC3(C)CC(C)(CC(C)(C3)C1)C2,12
Cc1c(NC(=O)c2ccc(S(=O)(=O)N(C)C)cc2)cccc1-n1cnnn1,12
CCOC(=O)c1cccc(NC(=O)COC)c1,-2
CCCS(=O)(=O)c1ccc(COC(=O)c2cccc(NC(=O)C(C)C)c2)cc1,1
CC1(C(=O)OCC(=O)NC(=O)c2ccccc2)CC1(Cl)Cl (stereo unspecified),19
CNC(=O)C[C@H]1CC[C@@H]2[C@@H](COc3ccc(NC(=O)c4ccccc4F)cc3C(=O)N2C)O1,-11[25 µM]
CSCCC(NC(=O)c1ccc(C(C)(C)C)cc1)C(=O)O (stereo unspecified),1
COc1ccc(C#Cc2ccc([C@H]3[C@H]4CN(C(=O)Nc5cccc(F)c5)CCCCN4[C@H]3CO)cc2)cc1,8[25 µM]
CC(=O)c1cc2c(cc1NC(=O)c1ccco1)OCCO2,-34
Cc1[nH]c2ccccc2c1SCc1nnc(SCc2ccccc2)n1C,10
Cc1ccc(SCC(=O)OC(C)C(=O)N2CCc3ccccc32)cc1 (stereo unspecified),-8
COc1ccc(CNC(=O)C[C@@H]2C[C@@H]3c4cc(NC(=O)NC5CCCC5)ccc4O[C@@H]3[C@H](CO)O2)cc1,1[25 µM]
CC(=O)Nc1ccc(S(=O)(=O)NCC2(N3CCOCC3)CCCCC2)cc1,-8
O=C(CCc1ccc(S(=O)(=O)N2CCOCC2)cc1)N1CCc2ccccc2C1,15
CCNC(=O)NC(=O)COC(=O)CNC(=O)COc1ccccc1,8
O=C(C1CC1)N(CCN(C(=O)C1CC1)c1ccccc1)c1ccccc1,7
COc1cccc(/C=N/Nc2cc(Cl)nc(C)n2)c1O,-28
Cc1ccc(C)c(-n2c(C)cc(/C=N/NC(=O)c3c(C)nc4cc(C)ccn34)c2C)c1,-5
Cc1snc2sc(C(=O)c3ccc(F)cc3)c(N)c12,-25
O=C(O)CC(CC(=O)O)n1cccc1,4
CCCCNC(=O)C1(C)CCN1Cc1cccc2c(OC)cc(C(=O)OCC)cc12 (stereo unspecified),15
C[C@@H]1CCCCO[C@@H](CN(C)Cc2ccc(Cl)c(Cl)c2)[C@@H](C)CN([C@@H](C)CO)C(=O)c2cc(NS(=O)(=O)c3cccs3)ccc2O1,35[25 µM]
CC(=O)c1ccc(N(CC(=O)NC2CCS(=O)(=O)C2)S(=O)(=O)c2ccc(C)cc2)cc1 (stereo unspecified),11
Cc1onc(-c2ccccc2Cl)c1C(=O)NC1CCS(=O)(=O)C1 (stereo unspecified),2
Cc1ccc(CN2CCNC(=O)C2CC(=O)N(C)C2CCCCC2)cc1 (stereo unspecified),5
C[C@H](CO)N1C[C@H](C)[C@H](CN(C)Cc2ccncc2)OCc2cn(nn2)CCCC1=O,-6
COCC(=O)Nc1ccc2c(c1)C(=O)N(C)[C@H]1CC[C@H](CC(=O)N3CCc4ccccc4C3)O[C@@H]1CO2,5[25 µM]
Clc1cccc(Cl)c1Cn1cnc(=NCc2ccco2)c2[nH]cnc21,-4
CN(C)C(=O)c1ccc(-c2ccc3c(c2)[C@@H]2[C@@H](CCN2C(=O)c2ccccc2F)[C@@H](CO)N3)cc1,-33[25 µM]
COc1ccc(C[C@H]2CCn3cc(nn3)COC[C@@H](C)NC2=O)cc1,-11[25 µM]
O=C(C[C@@H]1CC[C@@H]2[C@H](COC[C@H](O)CN2C(=O)c2cnccn2)O1)NCc1ccc(Cl)cc1,-1
COc1ccc(NC(=O)N(C)C[C@@H]2OCCCC[C@@H](C)Oc3ccc(NS(=O)(=O)c4ccc(Cl)cc4)cc3C(=O)N([C@H](C)CO)C[C@@H]2C)cc1,-7
CCc1nc2c(OCc3ccc(F)cc3)cccn2c1N(C)C(=O)c1ccc(C)cc1,-7
O=C(CC(c1ccccc1)c1ccccc1)NCC1CCCO1 (stereo unspecified),21
CN(C(=O)COC(=O)CNC(=O)c1ccccc1F)C1CCCCC1,0
CC(=NNC(=S)N1CCN(C2CCCCCC2)CC1)c1ccccn1,51*
CC(C)C(NS(=O)(=O)c1cccc2nsnc12)C(=O)NCc1ccco1 (stereo unspecified),0
OC(CNc1nc(-c2cccnc2)nc2ccccc12)c1ccccc1 (stereo unspecified),0
CN(CC(=O)Nc1cccc(Cl)c1)C1=NS(=O)(=O)c2ccccc21,-2
COc1ccc(CCNC(=O)c2n[nH]c(=O)c3ccccc23)cc1,3

Given with values ahead of the structure: part of the list above
| CD40 NFkB inh | compound |
| --- | --- |
| -25 | Cc1snc2sc(C(=O)c3ccc(F)cc3)c(N)c12 |
| -7 | CCc1nc2c(OCc3ccc(F)cc3)cccn2c1N(C)C(=O)c1ccc(C)cc1 |
| 1[25 µM] | COc1ccc(CNC(=O)C[C@@H]2C[C@@H]3c4cc(NC(=O)NC5CCCC5)ccc4O[C@@H]3[C@H](CO)O2)cc1 |
| -33[25 µM] | CN(C)C(=O)c1ccc(-c2ccc3c(c2)[C@@H]2[C@@H](CCN2C(=O)c2ccccc2F)[C@@H](CO)N3)cc1 |
| 4 | O=C(O)CC(CC(=O)O)n1cccc1 |
| -28 | COc1cccc(/C=N/Nc2cc(Cl)nc(C)n2)c1O |

The main list resumes with the seven entries that preceded the break.
mol	CD40 NFkB inh
O=C(CC(c1ccccc1)c1ccccc1)NCC1CCCO1 (stereo unspecified)	21
CN(C(=O)COC(=O)CNC(=O)c1ccccc1F)C1CCCCC1	0
CC(=NNC(=S)N1CCN(C2CCCCCC2)CC1)c1ccccn1	51*
CC(C)C(NS(=O)(=O)c1cccc2nsnc12)C(=O)NCc1ccco1 (stereo unspecified)	0
OC(CNc1nc(-c2cccnc2)nc2ccccc12)c1ccccc1 (stereo unspecified)	0
CN(CC(=O)Nc1cccc(Cl)c1)C1=NS(=O)(=O)c2ccccc21	-2
COc1ccc(CCNC(=O)c2n[nH]c(=O)c3ccccc23)cc1	3
COc1cc(NS(=O)(=O)c2c(C)oc3c(F)c(F)c(F)c(F)c23)cc(OC)c1OC	4
CC(C)OC(=O)N(C)C[C@H]1OCc2ccccc2-c2ccccc2C(=O)N([C@@H](C)CO)C[C@@H]1C	-1
CN(CC(=O)N1CCN(c2ccccn2)CC1)S(=O)(=O)c1ccccc1	-32
CN(C)C(=O)CSc1ccc(S(=O)(=O)N2CCCC2)cn1	3
CC(=O)Nc1ccc(C(=O)OCC(=O)NC(=O)NC(C)(C)C)cc1	6
N#C[C@H]1[C@H](c2ccc(C#CC3CCCCC3)cc2)[C@H](CO)N1C(=O)Cc1ccccn1	7
CCN(CC(=O)Nc1c(F)cccc1F)C(=O)c1ccc(=O)n(C)n1	1
Cc1cc2c(=O)oc(-c3ccc(F)cc3)nc2s1	-25
c1ccc(-n2nnnc2-n2nnc3ccccc32)cc1	0
Cc1ccc(S(=O)(=O)c2nc(Nc3ccccc3)sc2Cl)cc1	33
Cc1ccc(C)c(NC(=S)NC(NC(=O)Cc2cccc3ccccc23)C(Cl)(Cl)Cl)c1 (stereo unspecified)	10
CN(C)C=NC(=O)c1cc(C(=O)c2ccc(F)cc2)c[nH]1	3
COCCN(C(=O)COC(=O)c1ccco1)c1c(N)n(Cc2ccccc2)c(=O)[nH]c1=O	2
COCCN1Cc2cccc(C(=O)NCCc3ccccc3)c2C1=O	4
Cc1ccc(C(=O)NCCSC(C)(C)C)cc1[N+](=O)[O-]	-66
O=C(Nc1cccc(NC(=O)c2cccnc2)c1)c1cccnc1	3
CCCCC(CC)CNC(=O)C1CC=CCC1C(=O)O (stereo unspecified)	4
O=C(SCc1c(O)c2ccccc2oc1=O)c1ccccc1	-11
CNC[C@@H]1Oc2c(NS(=O)(=O)c3ccc(Cl)cc3)cccc2C(=O)N([C@@H](C)CO)C[C@H]1C	-5[25 µM]
COc1ccc(-c2nc3c(=O)n(C)c(=O)[nH]c3n2CCc2ccccc2)cc1	-4
O=C(c1cc(C(=O)N2CCOCC2)c2nc3ccccc3n2c1)c1ccccc1O	-4
CC(C)c1nc(SCC(=O)N2CCCCC2)c2c(=O)n(C)c(=O)n(C)c2n1	8
O=C(CSc1nc2ccccc2n1Cc1ccc(Cl)cc1)N/N=C/c1ccccc1C(=O)O	8
COc1ccc(S(=O)(=O)NC2CC(=O)N(c3ccc(C)c(C)c3)C2)cc1C (stereo unspecified)	4

Printed as active in CD40 NFkB inh (from the list above):
mol	CD40 NFkB inh
CC(=NNC(=S)N1CCN(C2CCCCCC2)CC1)c1ccccn1	51*
